FLuc inhib CS – inhibits firefly luciferase, flagging false hits in luciferase inhibition screens; ATPLite firefly luciferase biochemical luminescence, 10 min; AID 1006; 1.5% of 200,000 active; inhibition, % at 10 µM; P08659;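 active = inhibition above about 50% when tested at 10 µM, limit read from the data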
Target sequence (P08659 whole entry, looked up): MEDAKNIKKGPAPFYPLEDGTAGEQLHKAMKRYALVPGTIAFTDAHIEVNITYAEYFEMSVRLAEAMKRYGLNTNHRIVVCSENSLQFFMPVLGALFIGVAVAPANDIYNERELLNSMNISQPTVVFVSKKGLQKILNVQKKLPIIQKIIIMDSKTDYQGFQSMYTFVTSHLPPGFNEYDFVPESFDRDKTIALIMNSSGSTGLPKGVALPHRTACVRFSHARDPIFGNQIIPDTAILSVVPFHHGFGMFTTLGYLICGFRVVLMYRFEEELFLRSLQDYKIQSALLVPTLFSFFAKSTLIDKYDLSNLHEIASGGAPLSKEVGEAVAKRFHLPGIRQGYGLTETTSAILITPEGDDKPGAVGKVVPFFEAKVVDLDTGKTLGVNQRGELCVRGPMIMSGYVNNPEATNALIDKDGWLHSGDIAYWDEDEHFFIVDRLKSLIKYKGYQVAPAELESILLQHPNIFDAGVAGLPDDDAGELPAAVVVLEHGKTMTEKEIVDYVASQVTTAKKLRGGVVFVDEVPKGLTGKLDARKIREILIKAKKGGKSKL
bIAP activator – increases bovine intestinal alkaline phosphatase activity; AID 1016; purified bovine IAP, CDP-star luminescence, 30 min; active compounds read high; fold of DMSO-control signal, blank-subtracted; 0.17% of 200,000 active; activation factor at 20 µM;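 active = activation factor of 2 or more at 20 µM, a signal rise over negative controls twice the positive control's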
TNAP inh hiacc – blocks human TNAP under high phosphate acceptor concentration; purified TNAP, CDP-star luminescence, 1 M DEA; 0.03% of 200,000 active; P05186; inhibition, % at 20 µM;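 active = over 50% inhibition of tissue-nonspecific alkaline phosphatase at 20 µM in the single-dose screen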;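 note: plate controls were DMSO wells for no effect and EDTA-quenched wells as full inhibition for full effect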
Target sequence (P05186 whole entry, looked up): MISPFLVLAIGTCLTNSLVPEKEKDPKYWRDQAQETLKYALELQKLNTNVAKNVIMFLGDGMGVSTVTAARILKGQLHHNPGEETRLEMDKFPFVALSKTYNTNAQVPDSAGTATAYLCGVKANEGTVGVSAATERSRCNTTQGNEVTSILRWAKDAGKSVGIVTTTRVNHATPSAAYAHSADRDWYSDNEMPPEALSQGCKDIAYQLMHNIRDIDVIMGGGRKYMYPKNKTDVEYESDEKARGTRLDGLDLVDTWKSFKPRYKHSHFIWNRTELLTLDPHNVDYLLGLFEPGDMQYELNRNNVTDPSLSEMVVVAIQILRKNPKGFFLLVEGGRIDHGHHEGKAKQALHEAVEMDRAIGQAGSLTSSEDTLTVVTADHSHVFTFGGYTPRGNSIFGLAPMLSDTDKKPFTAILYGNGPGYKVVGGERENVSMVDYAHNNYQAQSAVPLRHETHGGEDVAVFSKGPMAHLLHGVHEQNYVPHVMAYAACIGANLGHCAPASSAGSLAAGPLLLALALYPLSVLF
TNAP act hiacc – increases human TNAP activity under high phosphate acceptor concentration | activation factor at 20 µM | purified TNAP, CDP-star luminescence, 1 M DEA, 30 min; active compounds read high; 0 = EDTA background, 1 = DMSO-only activity | P05186 | 200,000 tested, under 10 active;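 active = activation factor at least 2 at 20 µM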
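Test system – human TNAP · Doses – 20 µM single point · Incubation – 30 min, room temperature · Signal – luminescent substrate turnover signal · Read-out basis – activation factor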
FLuc stim CS – firefly luciferase counter-screen for stimulation assays. ATPlite luciferase biochemical, luminescence, 10 min; 0 = ATP-free wells, 1 = DMSO control. activation factor at 10 µM. 200,000 tested, under 10 active. AID 1027;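 active = luciferase activation factor, scaled between plate controls, of at least 2 with compound at 10 µM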
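Material: Luciferase/luciferin reagent mix | Doses: Test compounds dosed from 2 mM stocks in 100% DMSO | Timing: 10 min incubation after luciferase reagent addition, room temperature | Measured by: Luminescence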
TNAP inh noacc – inhibitors of human TNAP without phosphate acceptor; P05186; purified TNAP, CDP-star luminescence, 30 min; inhibition, % at 20 µM; 0.26% of 200,000 active;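 active = tissue-nonspecific alkaline phosphatase inhibition above about 50% at 20 µM in the single-dose screen, limit read from the data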;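 note: 0% = DMSO negative control and 100% = EDTA positive control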
PMI act hi M6P – PMI (human) activation, high substrate; 0.34% of 190,000 active; coupled PMI enzyme assay, resazurin fluorescence, 20 min; active compounds read high; 1 = untreated enzyme, 0 = substrate-free blank; AID 1216; activation factor at 20 µM;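 active = activation factor of 2 or more at 20 µM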
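Material: human phosphomannose isomerase with PGI, G6PDH, diaphorase coupling enzymes; amount: PMI at 15 ng/mL final; also added: Mannose-6-phosphate 1.0 mM (near-saturating) plus 0.22 mM NADP+; incubation: enzyme reaction with compound 20 min at room temperature; signal: resorufin fluorescence (Ex 544/Em 590 nm) from resazurin via diaphorase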
PMI act – increases human mannose-6-phosphate isomerase activity; activation factor at 20 µM; P34949; 0.005% of 190,000 active; purified human PMI, coupled resazurin fluorescence, 20 min; active compounds read high; 1 = vehicle control, 0 substrate-free wells;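 active = activation factor of 2 or more at 20 µM, relative to plate controls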
NF-kB expr up – raises NF-kB expression in human neuronal cells | NF-kB reporter expression; active compounds read high | fold change at 12.5 µM | 1.6% of 190,000 active; in the data active = fold change above about 3.3
APP 5'UTR act – APP 5'UTR luciferase reporter activation | activation, % at 2 µM | 1% of 190,000 active | SH-SY5Y APP 5'UTR luciferase reporter, luminescence; zero percent = DMSO vehicle wells | AID 1276;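 active = activation above a set limit, based on mean plus 3 SD of controls, cut at about 140% in these data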; note: values of inactives mirror those of a sister screen read the other way
Active calls of the source: *; . = not tested or not shown.

Sequence of screens – FLuc inhib CS	bIAP activator	TNAP inh hiacc	TNAP act hiacc	FLuc stim CS	TNAP inh noacc	PMI act hi M6P	PMI act	NF-kB expr up	APP 5'UTR act
COc1cccc(NC(=O)C2c3cc(OC)c(OC)cc3C(=O)N(C)C2c2cccnc2)c1 (stereo not given)
  2	1.2	-2	1	1	-11	0.9	0.9	1.3	-14
O=C(CCn1cnc2ccccc21)N/N=C/c1ccc(O)cc1
  4	1	-4	1	1	-4	0.9	0.9	1.2	18
Cc1nn(C)c(C(=O)Nc2ccc(Cl)c([N+](=O)[O-])c2)c1Cl
  2	1	7	0.9	1	2	1	1.1	1.1	-1
COc1ccc(S(=O)(=O)N(C(C)=O)c2ccc(OC(C)=O)c3ccccc23)cc1[N+](=O)[O-]
  -9	0.7	-4	1	1.1	-4	0.8	0.9	0.57	11
O=C(CCc1nc2ccccc2s1)OCc1ccccc1
  -1	1	1	1	1	-3	1	1	1.4	-6
COc1cccc(N(C(=O)Cn2nnc(-c3ccc(C)o3)n2)C(C(=O)NC(C)(C)C)c2cccs2)c1 (stereo not given)
  -4	0.8	4	1	1	1	1	1	1	10
CC(=O)c1cc(C#N)c(N2CCOCC2)nc1C
  -1	1	-4	1	1	-13	1	1	1.3	4
O=C(Cc1ccccc1)NN1C(=O)C2C3C=CC(C4CC34)C2C1=O (stereo not given)
  -6	1	-3	1	1.1	-6	1.1	1.1	0.94	0
CCn1ncc(Br)c1C(=O)Nc1sc2c(c1C(N)=O)CCC2
  -2	1.1	-6	1.1	1	-5	0.9	0.9	1.1	1
CCS(=O)(=O)Nc1c(C(=O)O)[nH]c2ccccc12
  -9	0.9	-5	1.1	1.1	-4	0.9	1	1.3	17
Cc1ccc(C(=O)O/N=C/c2c(N3CCOCC3)n(C)c3ccccc23)cc1
  -2	0.9	0	1	1	-5	1	0.9	0.76	-70
O=C(COc1ccccc1[N+](=O)[O-])N/N=C/c1ccc(O)cc1
  5	1.2	-4	1	1	-16	1	1.1	1.6	7
CCOc1cc(S(=O)(=O)Nc2ccccn2)ccc1F
  -9	0.9	-3	1	1.1	-11	1	1	1.2	-4
CCCCOC(=O)Nc1nnc(SCCOc2ccc(C)cc2)s1
  -4	0.7	-4	1	1	-10	1.1	1	1	-5
CC(C)NC(=O)CN1CCC(O)(c2ccccc2)CC1
  0	0.9	-5	1	1	-9	1.1	1.1	1.1	18
Cc1ccc(C(=O)c2ccc([N+](=O)[O-])cc2)c(C)c1
  -10	0.3	-7	1.1	1.1	-5	1	0.9	0.95	8
CCOc1ccccc1OCC(=O)Nc1ccc(S(=O)(=O)Nc2ncccn2)cc1
  -4	0.9	0	1	1	-8	1.1	1	1	8
Cn1c(=O)[nH]c(=O)c2c1nc(Br)n2CC(O)COc1ccc(Cl)cc1 (stereo not given)
  -4	1	-4	1	1	-6	1	1	0.7	8
Cn1cnnc1SCC(=O)Nc1sc2c(c1C(N)=O)CCC2
  -6	1	1	1	1.1	13	0.8	0.9	1.3	-15
O=C1c2ccccc2-c2ncnc3c(N4CCOCC4)cc(N4CCOCC4)c1c23
  -4	0.7	25	0.7	1	27	0.8	0.9	0.64	0
Cc1cc(Nc2cccc(F)c2)nc(NCc2ccccc2)n1
  -6	0.9	-3	1	1.1	-14	0.9	0.8	0.96	11
O=C(CSc1nnnn1-c1ccccc1)Nc1nsc(-c2ccc(Cl)cc2)n1
  -11	0.9	-4	1	1.1	7	1.1	1	0.56	-4
COc1ccc2[nH]c(=O)c(CN(Cc3cccnc3)C(=S)NCC3CCCO3)cc2c1 (stereo not given)
  -6	1.1	-3	1	1.1	1	0.9	0.9	0.59	-3
Cc1nnc(C)n1/N=C/c1ccc(C(=O)O)cc1
  -1	0.9	-7	1.1	1	-9	0.9	0.9	0.98	0
Cc1nnc(NC(=O)CSc2nccn2C)s1
  -2	0.9	-3	1	1	-7	1	1	1.1	-6
CC(C)N1CC=C2C(C#N)=C(N)C(C#N)(C#N)C(c3ccccc3)C2C1 (stereo not given)
  -6	1	3	1	1.1	-18	0.8	0.7	1.2	-4
N=C1C(c2nc3ccccc3[nH]2)=C(O)CN1NC(=O)c1c[nH]c2ccccc12
  -8	1.4	-6	1.1	1.1	-43	0.9	1	1.1	12
O=C(C1=C[C@H](c2csc3ccccc23)C[C@H](OCc2ccc(CO)cc2)O1)N1CCOCC1
  -9	1.1	-9	1.1	1.1	-11	1.1	1	0.71	11
O=c1oc(-c2cccs2)nc2sc3c(c12)CCCCC3
  67*	0.9	-6	1.1	0.3	-7	0.9	1	.	77
Cc1ccc(NC(=O)NC(=O)CN2C(=O)NC3(CCc4ccccc43)C2=O)c(C)c1 (stereo not given)
  -6	1.1	-1	1	1.1	-2	0.9	0.8	0.78	-8
O=c1c(C(c2c(O)nc3n(c2=O)CCS3)c2cccc3ccccc23)c(O)nc2n1CCS2
  -9	0.9	-5	1.1	1.1	-9	1	1	1.3	8
COc1ccc([N+](=O)[O-])cc1NCc1cccnc1
  1	0.9	1	1	1	-3	1	1	1.7	1
O=C1OC(c2ccc(Cl)cc2)/C(=C(/O)c2ccccc2)C1=O (stereo not given)
  -9	1	-4	1	1.1	2	1	1.1	1.1	17
CCOC(=O)N1CCN(c2nnnn2-c2ccccc2)CC1
  -4	1.1	-2	1	1	-4	0.9	0.9	0.89	-3
CCC(C)(C)n1nnnc1C(c1ccc(N(C)C)cc1)N1CCN(C2CCCCC2)CC1 (stereo not given)
  -5	1.1	-6	1.1	1.1	-7	1	1	0.98	5
O=C(OCC(=O)N1CCN(C(=O)COC(=O)c2ccncc2)CC1)c1ccncc1
  -2	1	-2	1	1	-13	1.1	1.1	0.98	-16
COc1ccc(-c2nnn(CC(=O)N(CCCN3CCOCC3)C(C(=O)NC3CCCC3)c3ccco3)n2)cc1 (stereo not given)
  -4	1.2	-4	1	1	-14	0.9	0.9	1.3	-8
CC(O)(CS(=O)(=O)Cc1ccccc1Cl)C(=O)Nc1cccc(C(F)(F)F)c1 (stereo not given)
  -4	0.9	0	1	1	-3	0.9	1	1.1	-6
c1cncc(-c2nnc3n2C2(CCCCC2)Cc2ccccc2-3)c1
  -7	1	-8	1.1	1.1	-14	0.9	0.9	1.2	-8
Cc1ccccc1CCNC(=O)C1CCN(S(=O)(=O)c2ccc(-n3cnnn3)cc2)CC1
  -1	1	-5	1.1	1	-4	0.9	0.8	1	-4
COc1ccc(-n2nnc3c(=O)n(CC(=O)N4CCCc5ccccc54)cnc32)cc1
  -1	1	-7	1.1	1	-13	0.9	0.9	.	31
O=C(NC1C(=O)NNC1c1ccccc1)c1ccccc1 (stereo not given)
  -2	0.9	-3	1	1	-6	0.8	0.8	1.3	17
Cc1nc2ccccc2nc1OCc1cccc([N+](=O)[O-])c1
  -6	1	-3	1	1.1	-71	1	1	1.1	31
CC(CC(=O)Nc1ccc2c(c1)OCCO2)c1ccccc1 (stereo not given)
  2	0.7	0	1	1	-1	0.9	0.9	2	45
O=C(COc1ccc(-c2ccccc2)cc1)N1CCN(C(=O)c2cccs2)CC1
  5	1	-1	1	0.9	-2	.	.	0.96	-11
Cc1cc(NC(=O)c2ccccc2F)on1
  6	1	1	1	0.9	-3	1	1	1.3	15
O=C(NC1=NCCS1)c1sc2ccccc2c1Cl
  56*	0.8	-6	1.1	0.4	-7	0.9	1	7.1*	146*
NC(=O)[C@@H]1CCOc2c(I)cc([N+](=O)[O-])cc2C(=O)N[C@@H](CO)C(=O)NCC(=O)N1
  -6	0.6	-1	1	1.1	-10	1.2	1.2	1.3	7
Cc1ccsc1/C=C1\SC(N)=NC1=O
  30	1.1	2	1	0.7	-10	1	1	1.7	18
Cc1c(Cl)cccc1-n1c(SCC(=O)N2CCC(C(=O)O)CC2)nnc1-c1ccncc1
  -6	1.1	-8	1.1	1.1	-20	1.1	1.1	1	-5
CCOc1cc(Br)c(C=O)cc1OCC
  -1	1.3	4	1	1	-2	0.9	1	1	-26
Cc1ccc(S(=O)(=O)N2CCC(C(=O)N(C)C3CCS(=O)(=O)C3)CC2)cc1 (stereo not given)
  -10	1	-4	1	1.1	-12	1.1	1	1.1	-11
Cc1cc(C)n(CC(=O)c2cccc([N+](=O)[O-])c2)n1
  -7	1	-2	1	1.1	-9	1	1.1	1.1	15
COc1ccc(NC(=O)C(NC(C)=O)C(=O)NCc2ccccc2OC)cc1 (stereo not given)
  -8	0.9	-5	1.1	1.1	-12	0.9	1	1.1	-9
N#C/C(=C(\O)Cc1ccccc1)c1nc2ccccc2[nH]1
  -10	0.9	-5	1	1.1	-3	1.1	1.1	1.1	16
COc1ccccc1NC(=O)C(=O)N/N=C/c1cccs1
  46	1	4	1	0.5	-54	1	0.9	1.6	19
CC(C)C1Cc2c(C#N)c(N)sc(=S)c2CO1 (stereo not given)
  -4	0.6	2	1	1	2	1.8	1.4	1.1	-7
CCc1ccc2oc(-c3cc(N)ccc3Cl)nc2c1
  56*	1	-4	1	0.4	-4	1	0.9	2	160*
CC(C)Cn1c(N)c(-c2nc(C(C)C)c(C(=O)c3ccccc3F)s2)c(=O)n(C)c1=O
  -6	1	-1	1	1.1	-9	1	1	0.95	-9
CCc1nc2sc3ccccc3c(=O)c2c(=O)n1Cc1ccco1
  -2	0.9	0	1	1	-8	1.2	1.2	1.1	26

Results in PMI act, for some of the entries so far:
Molecule	PMI act
NC(=O)[C@@H]1CCOc2c(I)cc([N+](=O)[O-])cc2C(=O)N[C@@H](CO)C(=O)NCC(=O)N1	1.2
COc1ccccc1NC(=O)C(=O)N/N=C/c1cccs1	0.9
Cc1ccc(S(=O)(=O)N2CCC(C(=O)N(C)C3CCS(=O)(=O)C3)CC2)cc1 (stereo not given)	1
CC(C)C1Cc2c(C#N)c(N)sc(=S)c2CO1 (stereo not given)	1.4
CC(CC(=O)Nc1ccc2c(c1)OCCO2)c1ccccc1 (stereo not given)	0.9

(continued)
Sequence of screens – FLuc inhib CS	bIAP activator	TNAP inh hiacc	TNAP act hiacc	FLuc stim CS	TNAP inh noacc	PMI act hi M6P	PMI act	NF-kB expr up	APP 5'UTR act
CC(=O)Nc1nc(=S)n(-c2ccccc2)[nH]1
  -3	1	-3	1	1	-3	0.7	0.6	1.2	3
Cc1nc(NC(N)=S)sc1C(=O)Nc1ccccc1
  -10	0.9	-3	1	1.1	6	1.1	1.1	1.2	-9
COc1cc(C)c(/C=C(\C#N)C(=O)Nc2cccc(C)c2)cc1C(C)C
  -5	1	2	1	1.1	-8	0.9	0.8	0.97	.
O=S(=O)(N1CCCCC1)N1CCCN(S(=O)(=O)N2CCCCC2)CC1
  -8	0.9	-3	1	1.1	-12	1	0.9	1.1	-3

Some of the entries above in another layout:
SMILES	FLuc inhib CS	bIAP activator	TNAP inh hiacc	TNAP act hiacc	FLuc stim CS	TNAP inh noacc	PMI act hi M6P	PMI act	NF-kB expr up	APP 5'UTR act
COc1cc(C)c(/C=C(\C#N)C(=O)Nc2cccc(C)c2)cc1C(C)C	-5	1	2	1	1.1	-8	0.9	0.8	0.97	.
Cc1nc(NC(N)=S)sc1C(=O)Nc1ccccc1	-10	0.9	-3	1	1.1	6	1.1	1.1	1.2	-9

Screening data (PubChem BioAssay)
